Bioassay records deposited in PubChem by several laboratories.
EphB4 antag: blocks human EphB4 binding to ephrin-B2. 97,000 tested, 0.15% active. EphB4 LBD / TNYL-RAW-Alexa532 peptide, fluorescence polarization. inhibition, % at 7 µM. P54760;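 active means inhibition above the screen-wide mean inhibition plus 3 SD, cut at about 15% in these data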;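 further: 0% = DMSO wells and 100% = excess unlabeled TNYL-RAW peptide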
LYP inh 2: blocks human PTPN22 phosphatase activity | AID 640 | Q9Y2R2 | recombinant LYP catalytic domain, DiFMUP fluorescence | 96,000 tested, 0.21% active | inhibition, % at 2 µM;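 active means inhibition at 2 µM at or above a set limit, the screen mean plus 3 SD, cut at about 24% in these data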;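 further: 0% = DMSO with enzyme and 100% = enzyme fully blocked by orthovanadate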
PTK2B oligo ant: antagonists of human Pyk2 oligomerization; Q14289; Q293 cells, Pyk2 FERM NanoBiT luminescence; active compounds read low; z-score (the deposit names both 25 µM and 10 µM); 99,000 tested, 0.83% active;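 active means Z-score of -3 or lower, scaled per plate to the spread of control and sample wells; inactive means z-score above -3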;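 further: negative z-score means lost luminescence so less FERM oligomerization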
FAK inh: blocks human focal adhesion kinase activity; biochemical FAK kinase activity assay; 97,000 tested, 0.84% active; AID 727; inhibition, %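 (tested at 7 µM)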; in the data active means inhibition above about 19%;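 further: 0% = DMSO and 100% = reference compound high control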
PLK1 kinase inh: blocks human PLK1 kinase activity; inhibition, % at 10 µM; P53350; 97,000 tested, 0.53% active; recombinant PLK1 kinase, TR-FRET peptide phosphorylation; AID 619;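 active means inhibition of 50% or more in the single-concentration screen; inactive means inhibition below 50%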;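 further: 0% = DMSO max control and 100% = H-89 dihydrochloride min control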
Target sequence (P53350 whole entry, looked up): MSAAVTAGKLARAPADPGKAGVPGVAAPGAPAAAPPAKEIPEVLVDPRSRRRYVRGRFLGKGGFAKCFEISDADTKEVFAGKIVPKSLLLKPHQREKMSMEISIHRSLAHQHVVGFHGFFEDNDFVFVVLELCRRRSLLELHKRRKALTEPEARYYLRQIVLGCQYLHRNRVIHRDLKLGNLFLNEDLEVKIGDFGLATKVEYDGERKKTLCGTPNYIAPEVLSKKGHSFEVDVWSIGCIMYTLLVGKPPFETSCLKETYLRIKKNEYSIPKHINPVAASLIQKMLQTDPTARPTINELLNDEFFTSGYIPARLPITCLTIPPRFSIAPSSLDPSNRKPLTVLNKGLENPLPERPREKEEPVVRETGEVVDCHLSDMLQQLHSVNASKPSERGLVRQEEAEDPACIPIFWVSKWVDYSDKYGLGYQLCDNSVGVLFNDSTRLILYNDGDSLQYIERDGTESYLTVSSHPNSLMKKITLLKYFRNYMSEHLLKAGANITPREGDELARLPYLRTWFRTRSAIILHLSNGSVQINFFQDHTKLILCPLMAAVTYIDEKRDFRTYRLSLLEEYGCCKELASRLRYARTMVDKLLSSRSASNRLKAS
HIV Rev-RRE inh: disrupts HIV-1 Rev binding to RRE RNA; P05866; Rev peptide-RRE RNA binding, FRET; inhibition, % at 8 µM; 97,000 tested, 0.79% active; AID 704;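 active means inhibition above the screen-wide mean plus 3 SD, cut at about 35% in these data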;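 further: 0% = median DMSO wells and 100% = median Neomycin B control wells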
Target sequence (P05866 whole entry, looked up): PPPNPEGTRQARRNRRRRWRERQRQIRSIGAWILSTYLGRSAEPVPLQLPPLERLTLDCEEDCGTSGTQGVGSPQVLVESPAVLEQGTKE
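Assay system: Labelled RRE RNA duplex and labelled Rev peptide | Times: 5 min preincubation and 15 min binding, 25 °C | Detection: FRET, ex 480 nm, em 540 and 671 nm | Evaluation: % inhibition of FRET ratio versus controls | Benchmarks: DMSO wells as 0% and neomycin B wells as 100% inhibition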
PTPN22 act: LYP (human) phosphatase activation | Q9Y2R2 | recombinant LYP, DiFMUP fluorescence; 0 = plate median, 100 = signal doubled | activation, % at 2 µM | 96,000 tested, 0.11% active | AID 697;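 active means activation at 2 µM above a set limit, the mean plus 5 SD, cut at about 37% in these data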
F-actin modifier: modifiers of cytoskeleton assembly. HUVEC TNFa F-actin phalloidin imaging, high content. inhibition, % at 2 µM. 91,000 tested, 0.18% active. AID 836;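 active means inhibition above the batch mean plus 3 SD and confirmed as a hit by visual image inspection, cut at about 30% in these data, passing the limit was not always enough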; further: strong numbers were not always called active
PLK1 PBD inh: blocks phosphopeptide binding to human Plk1 polo box domain; 97,000 tested, 0.13% active; Plk1 PBD phosphopeptide binding, fluorescence polarization; inhibition, %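 (tested at about 20 µM)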; P53350; in the data active means inhibition above about 34%, passing the limit was not always enough
* = called active by the depositor; x = no result given.

The opening two compounds, to show the layout:
SMILES	EphB4 antag	LYP inh 2	PTK2B oligo ant	FAK inh	PLK1 kinase inh	HIV Rev-RRE inh	PTPN22 act	F-actin modifier	PLK1 PBD inh
O=C(CCn1cccc1)NCc1ccc2c(c1)OCO2	-2	8	0.97	17	-14	6	-7	-15	-18
O=C(C1CC1)N1CCc2cc(S(=O)(=O)N(CCO)Cc3ccccc3)ccc21	7	-1	0.06	-3	-15	11	2	8	-13

The whole of this part (from the top)
SMILES	EphB4 antag	LYP inh 2	PTK2B oligo ant	FAK inh	PLK1 kinase inh	HIV Rev-RRE inh	PTPN22 act	F-actin modifier	PLK1 PBD inh
O=C(CCn1cccc1)NCc1ccc2c(c1)OCO2	-2	8	0.97	17	-14	6	-7	-15	-18
O=C(C1CC1)N1CCc2cc(S(=O)(=O)N(CCO)Cc3ccccc3)ccc21	7	-1	0.06	-3	-15	11	2	8	-13
CC(C)N1C(=S)SC(C)(C)C1n1oc(=O)n(-c2ccc(Cl)c(Cl)c2)c1=O (stereo not given)	11	0	0.38	1	-9	6	1	-5	4
CC1CCCC(C)N1CCNC(=O)C1CCN(S(=O)(=O)N2CCCCC2)CC1 (stereo not given)	6	0	1.2	6	-5	13	-5	16	5
O=C(CCn1c(=O)[nH]c2ccccc2c1=O)Nc1ccccc1	1	3	0.43	5	-6	5	-5	10	-2
C/C(=C\c1ccccc1)C(=O)NC1CCSC1=O (stereo not given)	10	-7	-0.34	-3	1	7	11	-3	-13
O=C(COc1ccc2ccccc2c1)NCCn1ccc2ccccc21	3	-2	x	3	-24	3	2	-8	-1
O=C(CSc1nccn1-c1ccc(F)cc1)Nc1ccc2c(c1)OCO2	1	-6	-0.63	3	-12	2	4	16	-23
COc1cc(NS(=O)(=O)c2ccc(NC(=O)COc3ccc(C)cc3C)cc2)nc(OC)n1	6	8	-0.56	-5	-7	0	-4	-6	-1
Cc1ccc(C)n1CCN1CCN(CC(=O)Nc2cc(C(F)(F)F)ccc2Cl)CC1	-2	-20	x	0	-12	2	18	-3	-9
CCN(CC)CCOC(=O)C1c2ccccc2Oc2ccccc21	8	-2	0.39	6	-12	5	-1	-8	10
Cc1ccc(-c2nn3nnnc3c3ccccc23)cc1	1	14	1.4	3	-11	4	-16	-30	0
CCC(c1c(C)[nH]oc1=O)c1c(C)[nH]oc1=O	1	-4	0.3	1	-5	9	4	-18	10
Cc1cc(C)nc(CC(N)=O)n1	-2	6	1.1	0	-11	1	-3	-39	-13
COC(=O)Nc1c(C)nn(Cc2ccccc2C)c1C	4	0	-0.01	1	-9	3	0	-2	7
CCC(C)NC(=O)CSC1=Nc2ccccc2C2=NC(c3ccccc3)C(=O)N12 (stereo not given)	5	-11	-0.33	0	-1	-3	11	x	-21
O=C(O)CSc1nccn1-c1cccc(Cl)c1	-3	5	0.9	0	-3	9	-5	-6	17
Cc1nn(C(C)C(=O)O)c(=O)c2c1sc1ccccc12 (stereo not given)	3	2	2.5	-6	8	7	-5	x	0
COc1ccccc1N1C(=O)N(C(C)=O)C2C1Nc1ccccc1N2C (stereo not given)	1	-8	0.1	-5	-7	28	10	4	14
O=C(NCC1CCCO1)c1ccc2c(=O)n(Cc3ccco3)c(SCC(=O)N3CCCC3)nc2c1 (stereo not given)	4	-3	-0.64	-4	0	4	6	-11	-4
Cc1ccc2c(c1)N(CCC(=O)NCC1COc3ccccc3O1)C(=O)CO2 (stereo not given)	2	0	-0.02	2	-12	8	-4	-2	9
O=c1[nH]c(Nc2ccc(F)cc2)cc2ccccc12	0	6	-0.73	36*	-16	47*	-6	-17	2
CCOC(=O)c1c(C)oc2c1c(C=NC1CCS(=O)(=O)C1)c(O)c1ccccc12 (stereo not given)	8	-4	x	-1	-4	8	0	x	-10
Cc1[nH]nc2c1C(Cc1ccccc1)C(C#N)=C(N)O2 (stereo not given)	-2	-6	0.28	-2	-10	3	2	-5	-1
Cc1onc(-c2ccccc2)c1C(=O)Nc1nc(-c2ccc(F)c(F)c2)cs1	6	-2	-0.97	-5	1	8	-1	x	28
COc1ccc(CNC(=O)c2cnc3cc(C)ccn3c2=O)cc1	0	-4	x	4	-24	13	1	16	10
CCOc1ccccc1NC(=O)C(CC(C)C)NC(=O)C1CCCCC1 (stereo not given)	-2	7	-0.23	-1	-5	5	-7	-1	3
CCCCCn1c2nc3ccccc3nc2c2c(=O)n(CC(C)C)cnc21	2	1	0.21	0	-7	12	1	7	20
COc1ccc(Cl)cc1NC(=O)c1ccoc1C	-5	-8	-0.43	-4	-18	7	6	5	-16
O=C(c1ccc(Cl)cc1Cl)N1CCC(c2nc3c(nnn3Cc3ccco3)c(=O)[nH]2)CC1	-7	4	-1.3	9	-12	5	-5	18	5
CCN(CC)S(=O)(=O)c1cccc(C(=O)N2CCCCC2)c1	0	8	-1	-1	-5	-3	-12	5	-16
CS(=O)(=O)N(CC(=O)N1CCN(Cc2ccccc2)CC1)c1ccc2c(c1)OCCO2	1	1	0.37	-1	-19	-2	-3	1	-9
CCN(CC)S(=O)(=O)c1ccc2c(c1)nc(CCC(=O)OCc1c(C)noc1C)n2C	-2	2	-0.02	0	-12	2	-2	-8	-5
CC(=O)N1N=C(c2cccc([N+](=O)[O-])c2)OC1c1ccccc1Cl (stereo not given)	0	3	-0.96	7	3	9	-1	14	-14
CCOC(=O)c1cnc(SC)nc1Sc1ccc(Cl)cc1Cl	-2	8	0.61	2	-2	19	-8	-1	-11
COC(=O)c1cccc(NC(=O)CSc2nnc(COc3ccccc3)n2C)c1	-3	11	1.3	8	-10	7	-8	15	-29
C=CCOc1ccc(Cl)cc1CNCCCN1CCOCC1	-11	-1	0.56	-12	-9	1	3	12	8
Cc1ccccc1CS(=O)(=O)c1cnc2ccccc2n1	-3	-3	1.9	3	5	10	1	-4	4
CCN(CC)CCNC(=O)CCCCn1c(=S)[nH]c2c([nH]c3ccc(OC)cc32)c1=O	2	14	x	8	-10	-1	-17	-13	-14
CC(C)OC(=O)c1cccc(C(=O)Oc2ccc(Br)cc2)n1	-1	6	0.11	3	-8	7	-4	9	17
O=C(CCC(=O)OCCCC(F)(F)C(F)(F)F)NC1CCCCC1	7	0	0.53	-2	-4	-2	3	-3	-10
Cc1ccc(OCC(=O)Nn2cnc3ccccc32)cc1	-5	-15	1.5	-8	-5	-1	11	3	-23
O=C(CCc1ccccc1O)N/N=C/c1ccc(Sc2cccc3cccnc23)o1	9	0	-0.8	0	-5	10	2	x	-15
CCOC(=O)c1nc2ccccc2s1	-11	-4	0.98	2	-15	4	1	-16	-3
CCOC(=O)CN(C(=O)CSc1nnc(-c2ccc(OC)c(OC)c2)o1)c1ccccc1	3	4	-0.97	-5	-10	3	-6	6	-16
C/C(=N\N=C(/N)SC1CC(=O)N(c2ccc(Cl)c(Cl)c2)C1=O)c1cccs1 (stereo not given)	6	-3	-0.56	-6	-8	10	6	-26	9
O=C(NC1CCCCC1)Sc1ccc(Cl)cc1	-1	-6	0.8	3	-7	10	3	13	-9
Cc1ccc(CS(=O)(=O)CCC(=O)NCCCN2CCCC2=O)cc1	-6	-16	-0.1	0	43	7	14	4	26
Cc1cc(NC(=O)CS(=O)(=O)c2cn(Cc3cccc(F)c3)c3ccccc23)no1	7	-5	-1.3	0	26	9	3	3	-39
Cc1ccc(Sc2c(C(=O)Nc3ccc(F)cc3F)c(C(F)(F)F)nn2C)cc1	0	x	-1.4	-4	-11	11	x	x	-22
COc1cc(NC(=O)CN2C(=O)NC(C)(CCC(C)C)C2=O)cc(OC)c1 (stereo not given)	0	2	-0.17	-6	-7	8	-3	27	-12
CC(Oc1ccc(Cl)cc1Cl)C(=O)NC1=NN(c2ccccc2)C(=O)C1 (stereo not given)	2	23	-0.79	13	-11	-5	-21	13	-16
C/C(=N/n1cnnc1)c1cccnc1	-5	5	0.69	1	-7	6	-8	13	32
CCc1ccccc1N(CC(=O)Nc1cccc(N(C)S(C)(=O)=O)c1)S(C)(=O)=O	-1	7	-1.3	0	-11	-1	-7	6	6
COc1cccc(-c2nnn(CC(=O)Nc3cc(OC)c(NC(=O)c4ccco4)cc3OC)n2)c1	5	1	-0.78	3	-8	3	-5	x	-8
CCCCc1ccc(NC(=O)C2CCCO2)cc1 (stereo not given)	-2	6	-0.95	0	-9	-2	0	-2	-26
O=C(O)CC1C(=O)NCCN1CCCc1ccccc1 (stereo not given)	5	-5	x	-2	-26	0	4	6	12
COc1ccc(-n2c(O)c(/C=N/n3cnnc3)c3ccccc3c2=O)cc1	6	-4	0.49	10	-2	13	1	-29	-11
Cc1nc(SCC(=O)N2CCCc3ccccc32)c2oc3ccccc3c2n1	-3	0	-2	4	-15	1	-2	-3	-12
CN1C(=O)CSc2ccc(NC(=O)N3CCc4ccccc43)cc21	-4	-14	-0.94	-4	-9	-2	10	-30	-18
Cc1c(C(=O)N/N=C/c2ccccc2)sc(=S)n1C	4	14	-0.3	3	0	3	-10	-5	-38

A draw from above in order of molecular weight, falling.
SMILES	EphB4 antag	LYP inh 2	PTK2B oligo ant	FAK inh	PLK1 kinase inh	HIV Rev-RRE inh	PTPN22 act	F-actin modifier	PLK1 PBD inh
CCOC(=O)CN(C(=O)CSc1nnc(-c2ccc(OC)c(OC)c2)o1)c1ccccc1	3	4	-0.97	-5	-10	3	-6	6	-16
CCc1ccccc1N(CC(=O)Nc1cccc(N(C)S(C)(=O)=O)c1)S(C)(=O)=O	-1	7	-1.3	0	-11	-1	-7	6	6
Cc1cc(NC(=O)CS(=O)(=O)c2cn(Cc3cccc(F)c3)c3ccccc23)no1	7	-5	-1.3	0	26	9	3	3	-39
O=C(CCc1ccccc1O)N/N=C/c1ccc(Sc2cccc3cccnc23)o1	9	0	-0.8	0	-5	10	2	x	-15
CC(Oc1ccc(Cl)cc1Cl)C(=O)NC1=NN(c2ccccc2)C(=O)C1 (stereo not given)	2	23	-0.79	13	-11	-5	-21	13	-16
COc1cc(NC(=O)CN2C(=O)NC(C)(CCC(C)C)C2=O)cc(OC)c1 (stereo not given)	0	2	-0.17	-6	-7	8	-3	27	-12
Cc1ccc(CS(=O)(=O)CCC(=O)NCCCN2CCCC2=O)cc1	-6	-16	-0.1	0	43	7	14	4	26
COc1ccc(-n2c(O)c(/C=N/n3cnnc3)c3ccccc3c2=O)cc1	6	-4	0.49	10	-2	13	1	-29	-11
O=C(CCC(=O)OCCCC(F)(F)C(F)(F)F)NC1CCCCC1	7	0	0.53	-2	-4	-2	3	-3	-10
Cc1c(C(=O)N/N=C/c2ccccc2)sc(=S)n1C	4	14	-0.3	3	0	3	-10	-5	-38
Cc1ccc(OCC(=O)Nn2cnc3ccccc32)cc1	-5	-15	1.5	-8	-5	-1	11	3	-23
O=C(NC1CCCCC1)Sc1ccc(Cl)cc1	-1	-6	0.8	3	-7	10	3	13	-9
CCCCc1ccc(NC(=O)C2CCCO2)cc1 (stereo not given)	-2	6	-0.95	0	-9	-2	0	-2	-26
CCOC(=O)c1nc2ccccc2s1	-11	-4	0.98	2	-15	4	1	-16	-3
